Screens from PubChem.
MBNL1-CUG inh: qHTS Assay for Inhibitors of MBNL1-poly(CUG) RNA binding; TR-FRET MBNL1-His/biotin-(CUG)12 binding, 665/545 ratio; Potency, µM (titrated, usually from 57.5 µM), inactives show at the top dose activity change, negative = inhibition, hits mostly inhibitors; AID 2675, 2010; Muscleblind-like protein 1 (Homo sapiens), Q9NR56; hit rate 0.036% among 280,000; active = well fitted inhibition curve with a large enough effect in the signal ratio, with a control signal flat, not every such curve was filed as active; inconclusive = small, poorly fitted or top-dose-only effect, or effect the other way, or a change in a side signal; inactive = no such curve, though single readings can be large or run the other way; the % refers to the signal ratio; also: potency is read from the fitted curve at half-maximal effect; % is scaled to controls: 0 for no effect and ±100 for the full control effect
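Inhibition of protein-RNA binding appears as loss of TR-FRET between terbium anti-His antibody on MBNL1-His and streptavidin-XL665 on biotin-(CUG)12. Activity is normalized to buffer-only and uninhibited-complex controls.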
KCNH2 3.1 block: qHTS for Inhibitors of KCHN2 3.1: Mutant qHTS. U2OS KCNH2 3.1, thallium flux FluxOr; hits give low values. hit rate 0.95% among 340,000. Potassium voltage-gated channel subfamily H member 2, brain isoform KCNH2 3.1 (human). activity change, % (tested at about 1.8 µM);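 active = maximum activity change below -70%; inconclusive = maximum activity change from -70% to -50%; inactive = maximum activity change above -50%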;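 also: thallium influx rate constant from kinetic fluorescence after stimulation buffer; % is scaled to controls: 0 for no effect and ±100 for the full control effect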
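Kinetic fluorescence (2 min after stimulation buffer) measures Tl+ influx through KCNH2 3.1 expressed by viral transduction in U2OS cells; the rate constant is normalized against DMSO controls serving as positive and negative references.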
TRPV1 ag: HTS Assay for Compounds that Act as Agonists of the Vanilloid Receptor 1. Transient receptor potential cation channel subfamily V member 1 (Homo sapiens), Q8NER1. TRPV1-expressing cells, Fluo-8 calcium influx, agonist mode. activation, % at 8.33 µM. hit rate 0.19% among 320,000; in the data active = activation above about 80%; inconclusive = between about 30% and that limit; also: 0% is about no effect
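Fluo-8 calcium influx in TRPV1-expressing cells, kinetic read (ex 480/em 520 nm). Compound added and read 3 min for agonist activity, followed by capsaicin at EC20 final and 2 min further read for enhancement.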
A-T KAP1 phos: qHTS Assay for Identifying a Potential Treatment of Ataxia-Telangiectasia | Potency, µM (doses to about 57.5 µM), without a hit: top-dose activation, actives largely listed as activators | AID 485349, 2010 | hit rate 0.19% among 320,000 | […] A-T fibroblasts, KAP-1 phosphorylation AlphaLISA; neocarzinostatin DNA damage 30 min before lysis; also: potency is read from the fitted curve at half-maximal effect; % of control where 0% means no effect; nearly all actives have a fitted effect of over 45% in size
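hTERT-immortalized A-T patient fibroblasts ([…]), 500 cells/well in OPTI-MEM, 1% FBS, got compounds for 60 min, then NCS for 30 min at 37C. Lysates were then assayed for phospho-KAP-1 by AlphaLISA (anti-pKAP1 donor, anti-KAP1 acceptor beads), 6 hr at 25C.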
MLL CXXC-DNA inh: qHTS Fluorescence Polarization Assay for Inhibitors of MLL CXXC domain - DNA interaction. MLL-CXXC / FITC-HOXA9 DNA fluorescence polarization. Potency, µM (titrated, usually from 115 µM), for inactives: top-dose activity change, negative = inhibition, hits mostly inhibitors. hit rate 0.037% among 290,000. AID 2662, 2010; active = well fitted inhibition curve with a large enough effect in the polarisation, with a control signal flat, not every such curve was filed as active; inconclusive = small, poorly fitted or top-dose-only effect, or effect the other way, or a change in a side signal; inactive = no such curve, though single readings can be large or run the other way; the % refers to the polarisation; also: potency is read from the fitted curve at half-maximal effect
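Purified MLL-CXXC (added from a 7 uM solution) was preincubated 5 min at ambient with pinned compounds in 50 mM Tris-HCl pH 7.5, 50 mM NaCl, 1 mM DTT, 0.05% BSA. Fluorescein-labeled HOX-A9 DNA (50 nM solution) followed, 30 min, then polarization read.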
Integrin act MD: qHTS for Activators of Integrin-Mediated Alleviation for Muscular Dystrophy; alpha7betagal myoblasts, beta-gal FDG fluorescence, 48 h; Potency, µM (series often up to 38.3 µM), for inactives: top-dose activation, usual class: activators; hit rate 0.064% among 350,000; AID 624291, 2012;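 also: potency is read from the fitted curve at half-maximal effect; 100% = response of the positive control SU9516; nearly all actives have a fitted effect of over 60% in size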
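Alpha7betagal+/- myoblasts (passage 13) were plated 16-24 hr, then exposed to compounds (1:260 dilution of DMSO stock) for 48 hours at 37C. After MPER lysis, β-galactosidase reporter activity was read as FDG fluorescence (ex 480/em 540) after 30 minutes.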
GALK inh: qHTS Assay for Inhibitors of Human Galactokinase (GALK) | Potency, µM (top dose mostly 57.5 µM), without a hit: at the top dose activity change, negative = inhibition, actives largely listed as inhibitors | AID 1868, 2009 | P51570 | hit rate 0.007% among 270,000 | Purified GALK, Kinase-Glo residual ATP luminescence; also: potency is read from the fitted curve at half-maximal effect; % is scaled to controls: 0 for no effect and ±100 for the full control effect
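Luminescence from leftover ATP (Ultra-Glo luciferase/luciferin) served as read-out after a 1 h room-temperature reaction of 5 nM GALK with 35 uM ATP and 100 uM galactose.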
S-ASM inh: Inhibitors of Secretory Acid Sphingomyelinase (S-ASM): qHTS; placental ASM, HMU-PC fluorogenic substrate, 60 min; Potency, µM (highest dose often 57.5 µM), inactives show top-dose activity change, negative = inhibition, usual class: inhibitors; hit rate 0.006% among 340,000; AID 504937, 2011; also: potency is read from the fitted curve at half-maximal effect
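qHTS format. ASM enzyme prepared from human placenta hydrolyses the fluorogenic substrate HMU-PC0 (9 uM final) over 60 min at 37 °C after a 10 min compound preincubation.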
Coupling enz: qHTS Assay for Inhibitors of Fructose-1,6-bisphosphate Aldolase from Giardia Lamblia: Coupling assay counterscreen. coupling enzyme system counterscreen, AmpLite Red fluorescence. activity change, negative = inhibition, % at 58.2 µM, hits read low. hit rate 0.67% among 290,000. AID 2472, 2010; in the data active = activity change below about -30%; also: % is scaled to controls: 0 for no effect and ±100 for the full control effect
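Final compound at 57.5 uM, incubated 10 min at RT with coupling enzyme reagent (glyceraldehyde-3-phosphate), then 20 min with substrate and AmpLite Red detection. Fluorescence read at 525/598 nm; tests interference with the coupling assay, not aldolase inhibition.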
KCNH2 WT inh: qHTS for Inhibitors of KCHN2 3.1: Wildtype qHTS | activity change, % at 1.84 µM | hit rate 0.37% among 340,000 | U2OS, BacMam KCNH2, thallium flux FluxOr; hits give low values | AID 720551, 2013;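 active = maximum activity change below -70%; inconclusive = maximum activity change between -70% and -50%; inactive = maximum activity change above -50%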; also: % is scaled to controls: 0 for no effect and ±100 for the full control effect
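U2OS cells transduced with wild-type KCNH2 virus are loaded with FluxOr dye for 45 min, and thallium flux is measured in kinetic reads before and after stimulation buffer. Rate constants are normalized to DMSO controls.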
The depositor's hits bear a star; u = inconclusive; x = no result given; [ ] = remark or other dose. Unless noted, calls follow the shape of the dose curve; as a rule, active = well fitted curve in the direction sought with a large enough effect; inconclusive = small, poorly fitted or top-dose-only effect, or another doubt; inactive = no such curve, though single readings can be large; an effect the other way counts as inactive or inconclusive.

SMILES	MBNL1-CUG inh	KCNH2 3.1 block	TRPV1 ag	A-T KAP1 phos	MLL CXXC-DNA inh	Integrin act MD	GALK inh	S-ASM inh	Coupling enz	KCNH2 WT inh
CCOC(=O)c1c(C=O)c(C)n(Cc2ccc(Cl)cc2)c1C	1%	3	4	-7%	-10%	-25%	-3%	-21%	2	-3
CCN(C[C@H]1N[C@@](Cc2ccccc2)(C(=O)OC)[C@H]2C(=O)N(Cc3ccccc3)C(=O)[C@@H]12)C(C)=O	x	-13	x	-4%	x	3%	x	-4%	x	3
Cc1cc(C)nc(N(C#N)S(=O)(=O)c2ccc(Br)cc2)n1	-4%	x	-2	-3%	-7%	x	0%	x	-1	x
COC(=O)C1=C(C)NC(=O)NC1c1c(O)ccc2ccccc12 (stereo not drawn)	3%	-2	-3	-1%	2%	-6%	-1%	0%	0	11
COc1cc(C=NNC(=O)c2ccc(NS(=O)(=O)c3cccs3)cc2)cc(Br)c1O	x	1	x	4%	x	6%	x	-11%	x	-4
Cc1cccc(NC(=O)CSc2nnc(CNC(=O)c3ccco3)n2C)c1C	x	2	6	14%	x	25%	x	-1%	x	2
CCN(CC(=O)Nc1c(F)cccc1F)C(=O)CNC(=O)C1CCCCC1	x	32	4	-1%	x	19%	x	2%	x	-3
O=C(CCc1ccccc1)Nc1ccnn1C1CCN(Cc2ncc[nH]2)CC1	-2%	-9	-3	13%	10%	13%	6%	3%	x	7
O=C(CSc1ccccc1)NCC1(N2CCCCC2)CCCCC1	x	-5	7	-5%	x	9%	x	3%	x	-3
O=C(c1cc2ccccc2oc1=O)N1CCCCCCC1	1%	-8	1	9%	-7%	19%	0%	0%	4	2
COc1cccc(C2c3cc4c(cc3OC(N3CCOCC3)C2C)OCO4)c1O (stereo not drawn)	x	-5	x	x	x	16%	x	-2%	x	-6
COc1ccccc1S(=O)(=O)Cc1ccc(C(=O)NCc2ccccc2)o1	-2%	7	1	6%	-3%	4%	1%	0%	0	-4
O=c1nccc(N/N=C/c2cccc(O)c2)[nH]1	-12%	29	2	-11%	0%	15%	x	4%	2	2
CC(C)C(C(=O)NCc1ccco1)N(C(=O)CNS(=O)(=O)c1ccccc1)C1CCCC1 (stereo not drawn)	4%	-9	8	-20%	-3%	-16%	2%	1%	-6	6
CCN(CC)C(=O)CSc1nnc(-c2cc3ccccc3cc2O)n1CC	20%	-20	3	17%	0%	-12%	4%	14%	-3	-12
O=C(CSc1nnc(CNc2ccc(F)cc2)o1)N1c2ccccc2Sc2ccccc21	-1%	-4	-1	1%	20%	13%	6%	-4%	0	-2
COc1ccc(Cc2nnc(SCc3nc4ccccc4c(=O)[nH]3)o2)cc1	u	-2	0	7%	-2%	-12%	2%	0%	3	-1
N#Cc1ccc(CSc2ccc(S(=O)(=O)N3CCCCCC3)cn2)cc1	x	-15	-1	4%	x	21%	x	2%	x	11
Cn1c(=S)c2[nH]c(SCCN)nc2n(C)c1=O	x	-11	x	x	x	12%	x	-3%	x	-4
COc1ccc(C(=O)Nc2cccc(-c3nnc(-c4ccco4)o3)c2)cc1	u	-7	u	0%	2%	-66%[inhibitor]	2%	u	1	-3
N#C/C(=C\c1ccc(OCc2ccc(Br)cc2)cc1)C(=O)Nc1cccc(C(=O)O)c1	-17%	-13	0	5%	14%	-49%[inhibitor]	7%	-1%	5	9
C=CCN(CC=C)CCOc1cccc(Oc2ccccc2)c1	-3%	-10	2	u	-13%	-10%	-2%	-1%	0	11
Nc1nnc(-c2ccncc2)s1	11%	-2	0	-5%	7%	-10%	0%	0%	3	9
COc1ccc(N(CC(=O)N/N=C/c2ccc(-c3ccc([N+](=O)[O-])cc3)o2)S(=O)(=O)c2ccc(C)cc2)cc1Cl	9%	-19	2	0%	5%	11%	-3%	17%	1	1
CC(CCc1ccccc1)NCc1cccc2ccccc12 (stereo not drawn)	-2%	u	0	1%	35%[activator]	-53%[inhibitor]	1%	-5%	4	6
COc1ccc(CCN2CCCC(CN(C)Cc3cc(OC)ccc3OC)C2)cc1 (stereo not drawn)	3%	-40	-6	0%	-3%	-55%[inhibitor]	4%	5%	0	70
Cc1cc(-c2n[nH]c(=S)n2/N=C/c2c[nH]c3ccccc23)n[nH]1	x	-38	x	-5%	-3%	31%	-3%	-9%	0	-9
COc1cccc(NC(=O)NC2CCCCC2C)c1 (stereo not drawn)	1%	x	22	0%	-2%	5%	3%	2%	0	5
COc1ccc(CCN2CC(C(=O)NCCCn3nc(C)cc3C)CCC2=O)cc1 (stereo not drawn)	-13%	-20	-3	8%	-26%	17%	8%	-1%	x	3
Cc1ccccc1S(=O)(=O)NC1OC(=O)C(Cl)=C1Cl (stereo not drawn)	-24%	-10	2	-2%	u	-15%	-1%	1%	-1	-2
COc1ccc(OC)c(C2=NOC(C(=O)Nc3ccc4c(c3)OCCO4)C2)c1 (stereo not drawn)	7%	-2	4	-14%	4%	-26%	x	3%	0	-5
COc1cc2nc(SCc3ccc(Cl)cc3Cl)n(Cc3cccs3)c(=N)c2cc1OC	-6%	-28	-6	-2%	21%	-38%	5%	u	-3	-1
Cc1c(C(=O)N2CCc3ccccc3C2)sc2nc(-c3ccccc3)cn12	-5%	-2	26	0%	8%	-7%	-1%	-17%	1	1
COc1ccc(OC)c(/C=N/NC(=O)c2cc[n+](Cc3ccccc3)cc2)c1	x	-2	-9	-6%	0%	-16%	0%	9%	1	12
CC(C)Cc1nnc(NC(=O)c2ccc3c(c2)NC(=O)C(C)S3)s1 (stereo not drawn)	x	-13	27	-2%	x	2%	x	3%	x	0
Cc1cccc(/C=N/NC(=O)Cc2cccs2)c1	20%	-1	19	0%	6%	-3%	0%	-2%	3	3
N#CCC(=O)Nc1sc2c(c1C(N)=O)CCCC2	2%	2	0	-3%	0%	7%	-1%	5%	1	-2
O=C(NC(=S)Nc1ccccc1C(=O)O)c1ccc(-c2ccc(Br)cc2)o1	102%[activator]	-2	-3	-25%	48%[activator]	8%	-10%	3%	x	0
O=C(Nc1cccc(S(=O)(=O)N2CCCCC2)c1)C1CCCC1	x	1	3	17%	x	7%	x	-1%	x	14
CCOC(=O)N1CCN(C(=O)C2CCN(S(=O)(=O)c3ccc(F)cc3)CC2)CC1	-14%	-14	-3	0%	-3%	18%	8%	4%	3	0

Single records (already shown):
O=C(Nc1cccc(S(=O)(=O)N2CCCCC2)c1)C1CCCC1 is listed with MBNL1-CUG inh: x; KCNH2 3.1 block: 1; TRPV1 ag: 3; A-T KAP1 phos: 17%; MLL CXXC-DNA inh: x; Integrin act MD: 7%; GALK inh: x; S-ASM inh: -1%; Coupling enz: x; KCNH2 WT inh: 14
COc1ccc(OC)c(C2=NOC(C(=O)Nc3ccc4c(c3)OCCO4)C2)c1 (stereo not drawn) is listed with MBNL1-CUG inh: 7%; KCNH2 3.1 block: -2; TRPV1 ag: 4; A-T KAP1 phos: -14%; MLL CXXC-DNA inh: 4%; Integrin act MD: -26%; GALK inh: x; S-ASM inh: 3%; Coupling enz: 0; KCNH2 WT inh: -5

(listing goes on)
SMILES	MBNL1-CUG inh	KCNH2 3.1 block	TRPV1 ag	A-T KAP1 phos	MLL CXXC-DNA inh	Integrin act MD	GALK inh	S-ASM inh	Coupling enz	KCNH2 WT inh
COc1ccc(N2C(=O)CCC(C(=O)N3CCCCCC3)C2c2ccc(OC)c(OC)c2)cc1 (stereo not drawn)	-2%	33	1	-2%	18%	4%	-2%	2%	1	-4
O=C(COC(=O)C1CC2C=CC1C2)Nc1cccc(S(=O)(=O)N2CCCCCC2)c1 (stereo not drawn)	-17%	-34	7	1%	-3%	-1%	-2%	-4%	1	20
COc1ccc(NS(=O)(=O)c2cn(C)c(=O)n(C)c2=O)c(OC)c1	-2%	10	-1	-3%	4%	15%	0%	1%	2	-9
O=c1c2nnn(Cc3ccccc3)c2ncn1C/C=C/c1ccccc1	-8%	5	-3	-5%	3%	4%	0%	-2%	-1	-3
CCOc1ccccc1N(C(=O)c1snc(C(N)=O)c1N)C(C(=O)NCCC(C)C)c1ccco1 (stereo not drawn)	u	-7	u	6%	19%	u	4%	328%[activator]	-1	-7
CC1C(=O)C(C)C(c2ccccc2F)NC1c1ccccc1F (stereo not drawn)	-3%	3	24	0%	13%	-19%	x	-5%	-1	-13

Rows are unselected; any-hit rate near 2%.
